Screening data as filed in PubChem.
TbREL1 primary – TbREL1 inhibition, primary screen; P86926; TbREL1 RNA ligation, FRET fluorescence; inhibition, % at 9.66 µM; 89,000 compounds, 0.49% hits; AID 1117264;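 active means inhibition above the mean inhibition across all screened compounds plus 3 SD, cut at about 11% in these data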;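 further: 0% = plate median of test wells and 100% = NSC42067 control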
Target sequence (P86926 whole entry, looked up): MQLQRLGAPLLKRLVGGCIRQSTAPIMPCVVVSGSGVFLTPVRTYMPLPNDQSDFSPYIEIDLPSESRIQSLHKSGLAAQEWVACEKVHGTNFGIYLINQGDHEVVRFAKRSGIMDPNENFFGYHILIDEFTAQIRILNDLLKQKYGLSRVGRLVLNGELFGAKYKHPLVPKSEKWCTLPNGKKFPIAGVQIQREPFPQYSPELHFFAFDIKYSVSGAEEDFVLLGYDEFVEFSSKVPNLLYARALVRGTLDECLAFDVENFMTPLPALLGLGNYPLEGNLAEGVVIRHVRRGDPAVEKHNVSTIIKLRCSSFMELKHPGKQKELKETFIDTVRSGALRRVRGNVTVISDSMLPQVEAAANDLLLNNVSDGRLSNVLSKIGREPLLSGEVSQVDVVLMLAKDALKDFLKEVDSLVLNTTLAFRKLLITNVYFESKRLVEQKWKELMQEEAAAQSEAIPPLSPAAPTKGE
* marks the source's active call; other numbers are inactive results.

SMILES	TbREL1 primary
COc1cccc2c(NCc3ccccc3)nc(-n3c(N)nc4ccccc43)nc12	2.0
CCCCN(CCCC)CC(O)c1cc(Cl)cc2c1-c1ccc(Cl)cc1/C2=C/c1ccc(Cl)cc1 (stereo not drawn)	7.4
COc1ccc(Sc2ccc(NC(=O)c3ccccc3Cl)cc2C#N)cc1	1.9
C[C@@H]1CC(=O)NN=C1c1ccc(NN=C(C#N)C#N)cc1	-4.5
Cc1ccc(Nc2c(F)cccc2Cl)c(CC(=O)O)c1	-2.3

Sorted by value in TbREL1 primary (lowest first): three of the compounds above.
| structure | TbREL1 primary |
| --- | --- |
| Cc1ccc(Nc2c(F)cccc2Cl)c(CC(=O)O)c1 | -2.3 |
| COc1ccc(Sc2ccc(NC(=O)c3ccccc3Cl)cc2C#N)cc1 | 1.9 |
| CCCCN(CCCC)CC(O)c1cc(Cl)cc2c1-c1ccc(Cl)cc1/C2=C/c1ccc(Cl)cc1 (stereo not drawn) | 7.4 |

These rows are one share of the data; rates above refer to the full screens.
